TCR-CD3 inh: blocks the human TCR-CD3 interaction; AID 651800; TAMRA-labeled TCR probe fluorescence, biochemical; hit rate 0.37% among 360,000; inhibition, % at 9.4 µM; in the data active means inhibition above about 19%;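 further: recombinant mutant TCR 2C K166C tagged with TAMRA read by polarization; 0% = receptor in buffer alone and 100% = receptor with positive control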
SIAE inh: blocks human sialic acid acetylesterase | Q9HAT2 | SIAE FP-Rh probe binding, fluorescence polarization | inhibition, % at 9.66 µM | hit rate 0.69% among 370,000 | AID 1053197;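 active means inhibition above a cutoff: mean of compounds within the control limits plus 3 SD of those, cut at about 17% in these data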;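 further: 0% = plate median of compound wells and 100% = probe without SIAE protein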
Target sequence (Q9HAT2 whole entry, looked up): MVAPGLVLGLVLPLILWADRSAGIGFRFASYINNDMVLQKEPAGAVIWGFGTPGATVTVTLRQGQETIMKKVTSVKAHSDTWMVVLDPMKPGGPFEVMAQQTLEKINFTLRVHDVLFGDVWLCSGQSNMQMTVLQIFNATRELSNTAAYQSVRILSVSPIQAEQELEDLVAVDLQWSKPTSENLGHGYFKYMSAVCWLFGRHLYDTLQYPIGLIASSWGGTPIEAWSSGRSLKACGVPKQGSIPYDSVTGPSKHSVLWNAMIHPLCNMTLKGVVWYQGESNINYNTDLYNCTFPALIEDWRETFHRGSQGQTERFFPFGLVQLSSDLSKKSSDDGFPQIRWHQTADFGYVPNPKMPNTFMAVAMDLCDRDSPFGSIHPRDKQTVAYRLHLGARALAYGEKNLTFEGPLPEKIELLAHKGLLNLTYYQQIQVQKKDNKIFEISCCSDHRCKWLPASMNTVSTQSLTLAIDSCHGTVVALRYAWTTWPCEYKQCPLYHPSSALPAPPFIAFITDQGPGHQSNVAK
GC-A act: GC-A (human) enzyme activation; P16066; HEK293 GC-A cells, cGMP TR-FRET, EC30 ANP; 0% at EC30 ANP, 100% saturating ANP; activation, % at 10 µM; hit rate 0.14% among 370,000; AID 1671463; in the data active means activation above about 40%
HTRA1 inh: inhibitors of human serine peptidase HTRA1. hit rate 0.5% among 340,000. Q92743. recombinant HTRA1, FP-rhodamine activity-based probe, fluorescence polarization. inhibition, % at 5.96 µM; in the data active means inhibition above about 36%;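 further: 0% = enzyme with DMSO and 100% = wells lacking enzyme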
ABHD4 inh: inhibitors of mouse ABHD4. Q8VD66. purified mABHD4, FP-Rh probe fluorescence polarization. inhibition, % at 8.92 µM. hit rate 0.54% among 370,000. AID 720543;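 active means inhibition exceeding the mean over every tested compound plus 3 SD, cut at about 30% in these data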;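 further: 0% = plate median of compound wells and 100% = S159A mutant with DMSO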
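Doses – 8.92 µM, single dose · Material – wild-type mouse ABHD4 protein · Replication – single well per compound (singlicate) · Measure – percent inhibition of probe binding, normalized to plate controls · Schedule – 45 min compound pre-incubation plus 60 min probe step, 25 °C · Detection – fluorescence polarization with parallel and perpendicular emission, 525/598 nm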
MBD2 inh: inhibitors of human MBD2 binding to methylated oligonucleotide; hit rate 0.31% among 370,000; AID 686964; Q9UBB5; inhibition, % at 4.4 µM; TR-FRET; in the data active means inhibition above about 13%
PRMT1 inh: inhibitors of human PRMT1. hit rate 1.3% among 370,000. Q99873. AID 652257. recombinant PRMT1, activity-based probe fluorescence polarization. inhibition, % at 2.79 µM;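 active means inhibition above about 21% made by adding two undisclosed values, limit read from the data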
Target sequence (Q99873 whole entry, looked up): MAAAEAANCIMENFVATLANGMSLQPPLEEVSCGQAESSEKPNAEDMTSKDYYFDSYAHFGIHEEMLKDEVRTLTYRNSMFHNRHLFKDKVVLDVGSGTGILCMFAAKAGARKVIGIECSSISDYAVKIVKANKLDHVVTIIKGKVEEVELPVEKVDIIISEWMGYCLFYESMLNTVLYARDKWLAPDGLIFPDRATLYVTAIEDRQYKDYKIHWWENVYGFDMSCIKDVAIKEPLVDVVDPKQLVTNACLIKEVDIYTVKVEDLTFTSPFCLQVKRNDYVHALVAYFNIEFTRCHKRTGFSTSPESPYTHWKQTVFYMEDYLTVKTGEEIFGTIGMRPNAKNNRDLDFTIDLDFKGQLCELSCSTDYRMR
rCAG binder: r(CAG) repeat RNA binding | inhibition, % at 3 µM | hit rate 1.3% among 370,000 | TO-PRO-1 dye displacement fluorescence;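 active means inhibition above the plate cutoff, the mean of all test compounds on that plate plus 3 SD, cut at about 35% in these data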;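 further: 0% = DMSO alone and 100% = 100 µM mitoxantrone as full dye displacement; higher means more dye released from RNA so lower well fluorescence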
UHRF1 binding: UHRF1 methyl-DNA binding inhibition; Q96T88; UHRF1 binding to methylated oligo, TR-FRET; inhibition, % at 4.4 µM; hit rate 0.75% among 370,000; AID 687016; in the data active means inhibition above about 21%;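 further: UHRF1 SRA domain binding a hemimethylated CpG hairpin DNA probe; 0% = median of test compound wells and 100% = reference inhibitor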
GC-B act: GC-B (human) receptor activation; P20594; HEK293-GC-B cells, CNP EC30, cGMP TR-FRET; 0% at EC30 CNP, 100% saturating CNP; activation, % at 10 µM; hit rate 0.11% among 370,000; AID 1920062;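 active means activation at 10 µM reaching about 35% in either raw or pattern-adjusted values, limit read from the data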
The depositor's hits bear a star; x = no result given; & = joins results of further samples. These rows are one share of the data; count on the stated rates, not on these rows.

Order of results – TCR-CD3 inh	SIAE inh	GC-A act	HTRA1 inh	ABHD4 inh	MBD2 inh	PRMT1 inh	rCAG binder	UHRF1 binding	GC-B act
> CC(C)OC(=O)CSc1nnc2n1C(C)(C)Cc1ccccc1-2
 : 7.0	10.7	0.5	-0.1	0.0	0.9	-2.7	-2.2	-2.1	2.0
> CCN(CC)S(=O)(=O)c1ccc2c3c(cccc13)C(=O)N2
 : -14.7	0.5	3.2	-2.7	-5.7	-14.9	-0.1	4.2	-6.2	0.2
> COCc1cccc(-c2csc(C(N)c3ccc(F)c(F)c3)n2)c1 (stereo unspecified)
 : -7.2	4.7	1.0	x	-0.7	8.1	-2.0	-0.8	2.2	-1.1
> Cc1cc(C)cc(-c2nnc(SCC(=O)NC3CC3)o2)c1
 : -5.6	-5.3	-1.1	-9.5	2.2	0.9	-0.4	-0.4	-3.6	1.1
> CCOC(=O)c1c(NC(=O)CN2C(=O)c3ccccc3C2=O)sc(Cc2ccc3c(c2)OCO3)c1C
 : -5.6	-0.5	3.0	-2.3	-3.0	1.0	-0.3	4.1	-1.5	2.0
> CCCCc1c(-c2ccc(Cl)cc2)ncn1CCc1ccccc1OC
 : -4.5	-5.0	-0.9	x	-0.9	2.9	4.8	-0.4	0.4	-1.0
> O=C1OCCN1C(=O)[C@H]1[C@H](c2ccccc2)C(c2ccccc2)=NN1c1ccc(Br)cc1
 : -1.6	-1.0	-4.3	-16.7	-1.4	0.4	6.7	11.4	-0.4	-0.4
> c1ccc2oc(-c3ccn[nH]3)cc2c1
 : -1.0	-4.0	-2.6	-4.8	-7.1	-0.6	-0.6	0.3	-0.9	0.7
> O=C(c1ccccc1)N1CCCOC1c1ccccc1 (stereo unspecified)
 : -1.6	-0.8	0.1	6.4	2.9	-4.5	-1.2	-0.1	-1.0	1.3
> Cc1ccc(-c2nnc3c4ccccc4c(C)nn23)cc1S(=O)(=O)N1CCN(C)CC1
 : -1.4	-1.6	18.6	3.8	4.1	3.4	-1.6	0.5	-5.3	5.5
> O=C(NNS(=O)(=O)c1ccc([N+](=O)[O-])cc1)C(=O)Nc1cccc(C(=O)O)c1
 : 6.3	-0.7	1.2	4.0	-1.8	-6.8	2.5	4.3	0.8	-2.1
> Cc1ccccc1CNS(=O)(=O)c1c(C(=O)N2CCCC2)c(C)n(C)c1C
 : 2.5	3.6	2.9	-2.6	4.9	-7.2	0.1	-1.5	-0.6	3.0
> O=C(c1cccc(F)c1F)N1CCCC1
 : -2.6	2.7	0.7	7.7	-0.5	2.4	1.9	-3.2	-1.1	2.1
> CCOC(=O)COn1c(=O)c(-c2ccc(OCC)cc2)[n+]([O-])c2ccccc21
 : -2.7	3.3	3.9	3.2	3.6	-3.2	-1.4	-0.6	-1.8	0.4
> Nc1cc(=O)nc2cn[nH]n12
 : -2.4	6.1	1.3	1.5	4.0	0.8	-1.2	0.8	-1.1	-1.4
> O=C(CSc1cccs1)Nc1ccc2ccccc2c1
 : -2.0	-2.4	2.7	-32.0	-15.2	-5.0	-1.1	0.2	-4.2	-2.9
> O=C(C1CCCN(c2ncnc3c2nc2n3CCCCC2)C1)N1CCN(c2ccccc2F)CC1 (stereo unspecified)
 : -2.6	0.3	-2.5	-2.3	-6.2	-7.4	0.9	-4.1	0.7	-2.7
> Cc1ccc(N=C2NC(=O)/C(=C\c3ccc(C)s3)S2)cc1
 : 1.3	2.1	0.3	0.4	3.0	-1.4	0.6	3.5	1.2	-5.3
> CCCn1nc(NC(=O)C2CCCO2)c2cc3cc(C)ccc3nc21 (stereo unspecified)
 : -3.5	2.0	-1.2	-1.2	-1.3	2.4	3.5	-3.4	1.0	4.1
> CSc1nc(C)c(C(=O)C[n+]2ccc(C)cc2)cc1C#N
 : 6.9	5.5	2.4	-0.7	-1.2	-0.9	-3.9	1.1	-3.3	1.8

Random excerpt: two records from the list.
Order of results – TCR-CD3 inh	SIAE inh	GC-A act	HTRA1 inh	ABHD4 inh	MBD2 inh	PRMT1 inh	rCAG binder	UHRF1 binding	GC-B act
> O=C(CSc1cccs1)Nc1ccc2ccccc2c1
 : -2.0	-2.4	2.7	-32.0	-15.2	-5.0	-1.1	0.2	-4.2	-2.9
> O=C(c1cccc(F)c1F)N1CCCC1
 : -2.6	2.7	0.7	7.7	-0.5	2.4	1.9	-3.2	-1.1	2.1

(more compounds)
Order of results – TCR-CD3 inh	SIAE inh	GC-A act	HTRA1 inh	ABHD4 inh	MBD2 inh	PRMT1 inh	rCAG binder	UHRF1 binding	GC-B act
> COc1cc(C(=O)NC(=S)Nc2ccc3c(c2)C(=O)N(C)C3=O)cc(OC)c1OC
 : 0.4	0.0	1.0	-1.3	-9.8	-1.3	2.7	5.7	4.0	4.8
> O=C(Nc1cc(NC(=O)c2ccccc2F)ccc1Cl)c1ccccc1
 : 1.9	-7.9	2.0	-7.8	-3.6	1.3	2.3	3.4	-1.7	-2.4
> Cc1ccccc1OCC(=O)Nc1ccc(S(=O)(=O)N2CCCC2)cc1
 : -4.4	-9.5	0.9	-11.5	-0.8	-0.2	-1.0	-0.1	3.8	4.2
> CC(C)n1c(=O)c2ccccc2n1Cc1cn(Cc2cccnc2)nn1
 : -3.3	-0.9	-5.2	x	2.2	1.7	3.4	1.1	13.3	2.8
> CC1CCc2nc(N)c(C#N)c(-c3ccncc3)c2C1 (stereo unspecified)
 : 5.2	6.6	-1.7	4.4	4.9	0.6	-1.8	-2.9	0.3	-2.7
> O=S(=O)(c1ccccc1)N1N=C(c2ccccc2)CC1c1ccccc1 (stereo unspecified)
 : -2.2	-3.9	-5.5	-6.0	-5.8	3.2	3.5	-2.0	-1.1	-3.2
> CC1CCCCC12NC(=O)N(CC(=O)OCC(=O)Nc1ccc(F)cc1[N+](=O)[O-])C2=O (stereo unspecified)
 : 9.8	3.1	-0.1	0.8	4.9	-6.6	1.0	3.2	-1.7	-0.8
> CC(C)c1ccc(NS(=O)(=O)c2cccc3cccnc23)cc1
 : -0.3	-7.7	-1.2	-8.2	2.1	-2.9	2.6	5.7	-0.6	-1.2
> CCN(CC)c1ccc(C(NC(=O)C(C)C)c2ccc3cccnc3c2O)cc1 (stereo unspecified)
 : -9.9	15.4	-0.5	56.2*	5.5	0.1	1.3	9.0	-6.9	1.9
> CCOC(=O)C1(Cc2ccccc2C)CCCN(C(=O)CN2C(=O)CSC2=O)C1 (stereo unspecified)
 : 1.6	-0.1	-1.6	-4.8	-2.3	-0.6	0.0	0.5	-0.8	1.3
> COC(=O)c1ccccc1NC1=C/C(=N\S(=O)(=O)c2cccs2)c2ccccc2C1=O
 : -3.1	-0.4	-2.0	21.1&35.0	12.9	-7.0	6.5	6.7	-4.4	7.8
> CCN(C(=O)COC(=O)C12CC3CC(CC(O)(C3)C1)C2)c1c(N)n(Cc2ccccc2)c(=O)[nH]c1=O
 : 6.0	7.2	-1.5	5.8	-1.8	-5.7	-1.8	2.7	-0.7	0.8
> CC1(C(=O)Nc2ccccc2Br)CCN1C(=O)CC1CC1 (stereo unspecified)
 : 0.5	8.8	2.2	x	4.9	0.0	-0.1	2.1	1.9	2.4
> CCn1c2ccccc2c2nnc(SCN3C(=O)c4ccccc4C3=O)nc21
 : -8.2	3.2	11.5	3.7	-0.6	-6.6	0.8	-2.1	-2.8	13.1
> O=c1oc2ccccc2cc1-c1cn(-c2ccccc2)c(=S)[nH]1
 : 7.0	-9.5	-8.7	-3.1	2.3	-2.5	10.5	11.9	-6.7	-6.3
> COc1cccc(CNC(=O)CSCC(=O)Nc2ccc(C)cc2)c1
 : 3.8	-3.4	-0.1	-2.3	-0.5	3.1	-1.9	-5.2	1.8	0.7
> COc1ccc(CNC(=O)C(C)n2nc(C)n3c(cc4occc43)c2=O)cc1 (stereo unspecified)
 : 0.0	-7.4	-2.2	-0.6	1.9	-3.8	-1.1	0.9	-7.6	-1.3
> c1ccc(Cc2nnc3sc(-c4ccccn4)nn23)cc1
 : 2.1	3.3	-0.3	-3.8	-1.9	-3.6	2.7	2.4	-5.8	2.4
> COc1cc(-c2nc3ccc(N4CCN(C)CC4)cc3[nH]2)cc(OC)c1OC
 : -2.3	5.4	1.2	10.2	-0.4	1.6	-3.2	-0.5	-2.0	-6.1
> Cc1nc2ccccc2c(C)c1CC(=O)N(CC(C)C)c1c(N)n(Cc2ccccc2)c(=O)[nH]c1=O
 : 9.7	1.7	1.9	-8.0	6.2	1.7	-1.3	11.0	-0.5	4.3
> COc1ccccc1N(CC(=O)NCCSCc1ccc(Cl)cc1)S(C)(=O)=O
 : 3.0	2.5	2.2	-8.1	1.5	-2.3	-2.2	-2.0	1.4	0.8
> C/C(=N\NC(=O)CSc1nc(C)cc(C)n1)c1cccc([N+](=O)[O-])c1
 : 6.0	-3.5	-0.9	6.3	-10.6	8.2	1.7	0.1	2.0	1.9
> COc1cc(CN2CCN(c3ccc(C)cc3)CC2)cc([N+](=O)[O-])c1O
 : 8.1	5.5	1.6	x	0.4	-7.2	2.0	1.4	-4.0	-4.3
> CCCCc1c(-c2ccccc2OC)ncn1Cc1c(Cl)cccc1Cl
 : -0.2	-1.8	-15.4	x	14.4	-2.1	4.5	1.6	-1.4	-22.6
> COc1ccc(C)cc1S(=O)(=O)N1CCC(C(=O)NC2CCCC2)CC1
 : -5.3	1.7	1.6	0.1	7.1	-0.5	1.3	-6.5	0.6	-2.6
> CCCCCN(C(=O)CCC(=O)OCCOc1ccc(OCC)cc1)c1c(N)n(CCCC)c(=O)[nH]c1=O
 : 1.5	1.7	1.0	-1.1	7.4	3.9	-4.5	-8.5	-1.3	5.0
> COC(=O)c1ccccc1OCCOCCOc1cccc2ccc(C)nc12
 : -3.1	1.1	-4.1	5.9	-1.9	0.2	3.5	-9.8	2.0	0.2
> C=CCn1c(SCc2c(C(=O)OC)sc(N)c2C(=O)OC)nnc1-c1ccc(Cl)cc1
 : 4.4	-4.8	-7.4	-17.6	-2.2	-1.9	6.6	6.0	-0.3	-11.1
> CC1=NNC(=O)C1CCC(=O)N/N=C/C=C/c1ccccc1 (stereo unspecified)
 : -3.9	5.7	-3.3	4.2	1.0	-3.1	2.1	-0.5	-0.5	3.0
> Cc1nn(CCc2n[nH]c(=S)n2-c2ccc(F)cc2)c(C)c1[N+](=O)[O-]
 : -6.7	1.4	3.1	-0.3	4.6	73.2*	0.9	2.9	0.3	3.1
> CCc1ccc(-c2nc(SCC(=O)N(C)C3CCS(=O)(=O)C3)n[nH]2)cc1 (stereo unspecified)
 : -1.7	1.0	-0.2	0.1	0.9	3.0	0.5	2.0	-2.8	3.3
> CCCCNC(=O)C1C(c2ccccc2)=Nc2ccccc2N1C(=O)c1ccc2c(c1)OCO2 (stereo unspecified)
 : 4.8	1.6	-10.3	x	-9.7	5.8	4.8	4.4	1.3	-6.0
> CCOc1ccc(C(Nc2ccc(C)cc2)P2(=O)OCCCO2)cc1 (stereo unspecified)
 : 1.2	6.1	5.0	-4.2	6.8	2.2	0.3	-4.4	0.7	-3.4
> Cc1ccc2[nH]c3c(c2c1)CCc1cn[nH]c1-3
 : -10.7	10.9	5.7	19.8	10.1	1.6	12.4	46.9*	-5.1	-3.9
> COC(=O)C(C)Sc1nnc(Cc2cc(=O)[nH]c(=O)[nH]2)n1-c1ccc(Cl)cc1 (stereo unspecified)
 : 0.6	0.7	1.2	-0.4	0.1	-7.2	4.1	3.0	1.6	-4.9
> COc1cc(NC(=O)/C=C/c2ccccc2[N+](=O)[O-])cc(OC)c1
 : -0.6	-5.2	-1.2	-8.2	-1.9	1.2	1.5	3.4	3.2	-9.0
> O=C(O)COCC(=O)Nc1ccc(-n2cnnn2)cc1
 : -0.2	-0.5	3.8	-1.9	3.0	-1.8	3.6	2.8	3.2	2.0

Screening results as filed in PubChem BioAssay.
